# D2 antagonist: D2 dopamine receptor (human) antagonism | P14416 | HEK293 TREx D2 cells, calcium flux, dopamine EC80 | inhibition, % at 10 µM | 340,000 tested, 2% active | AID 485344; in the data active = inhibition above about 30%; note: 0% is about no effect
#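 Antagonism is scored as inhibition of an EC80 dopamine-evoked calcium signal in a force-coupled, tetracycline-inducible HEK293 T-REx D2 line, with compound present 180 s before agonist.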
# D1 agonist: activates the human D1 dopamine receptor. P21728. HEK293 T-REx D1 cells, calcium flux, agonist mode. activation, % at 2 µM. 360,000 tested, 1% active. AID 504660; note: 0% is about no effect
#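 Agonism was scored from calcium flux recorded over 180 s (1 read/s) after pintool compound addition, following a 10-cycle baseline. Cells were inducible force-coupled HEK293 TREx D1, plated overnight at 30 C and loaded with no-wash calcium dye.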
# D2 potentiator: positive allosteric modulators of human D2 dopamine receptor; 340,000 tested, 0.34% active; P14416; potentiation, % at 10 µM; HEK293 T-REx D2, calcium flux, EC20 dopamine potentiation;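 active = potentiation over 3 SD above the plate norm, cut at about 30% in these data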; note: 0% is about no effect
#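 Primary screen. Calcium kinetics in induced HEK293 T-REx D2 cells: compound pre-addition 180 s, EC20 dopamine, 180 s more.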
# TRHR agonist: TRH receptor (human) agonism. 360,000 tested, 0.18% active. activation, % at 2 µM. TRHR cells, calcium flux fluo-8, FDSS agonist mode. AID 493084; note: 0% is about no effect
#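 TRHR-expressing cells, plated overnight in medium with 10% serum, were loaded with fluo-8 calcium dye at room temperature. After a 10 s baseline, library compound was pin-added and calcium release was recorded kinetically (ex 480/em 530) as agonist response.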
# D1 PAM: potentiators of human D1 dopamine receptor | P21728 | HEK293 TREx D1 cells, calcium flux, dopamine EC20 potentiation | potentiation, % at 10 µM | 360,000 tested, 0.036% active | AID 504651; in the data active = potentiation above about 30%; note: 0% is about no effect
# D1 antagonist: human D1 dopamine receptor antagonism. P21728. activity change, negative = inhibition, % at 10 µM. AID 504652. 360,000 tested, 3.2% active. HEK293 TREx D1 cells, calcium flux, dopamine EC80; hits give low values; in the data active = activity change below about -30%; note: % is set by controls: 0 for no effect and ±100 for the full control effect
#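 Using tetracycline-induced force-coupled D1 Hek293 cells and a calcium dye, signals were followed for 180 s after compound, then for 180 s after EC80 dopamine, to detect inhibitors.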
# TRHR PAM: TRH receptor (human) allosteric enhancement; enhancement, % at 2 µM; TRHR cells, fluo-8 calcium fluorescence, EC20 TRH enhancement; P34981; 360,000 tested, 0.66% active; AID 493056; in the data active = enhancement above about 30%; note: 0% is about no effect
#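 TRHR-expressing cells loaded with fluo-8 calcium dye were read kinetically (ex 480/em 530) during compound addition, then stimulated with an EC20 of TRH (10 nM final). Enhancement of the Gq-mediated intracellular calcium response was scored.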
# D2 agonist: agonists of human D2 dopamine receptor; AID 485358; activation, % at 2 µM; 340,000 tested, 0.53% active; P14416; HEK293 T-REx D2 cells, calcium flux agonist mode;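 active = activation over 3 SD above normal in the single-dose calcium agonist read, cut at about 30% in these data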; note: 0% is about no effect
#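 Agonism scored from kinetic calcium signal (1 read/sec, 180 s) following compound pin transfer, after a 10 s baseline. Cells: HEK293 Trex line expressing inducible D2 receptor coupled to calcium, dye-loaded after overnight culture at 30 C.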
# RXFP1 antagonist: RXFP1 (human) relaxin receptor antagonism; HEK293-RXFP1, relaxin-stimulated cAMP HTRF, 30 min; hits give low values; activity change, negative = inhibition, % at 57.5 µM; 350,000 tested, 0.59% active; AID 1259400;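 active = activity change of -60% or lower, but not beyond a set lower limit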; note: % is set by controls: 0 for no effect and ±100 for the full control effect
# Target sequence (Q9HBX9 whole entry, looked up): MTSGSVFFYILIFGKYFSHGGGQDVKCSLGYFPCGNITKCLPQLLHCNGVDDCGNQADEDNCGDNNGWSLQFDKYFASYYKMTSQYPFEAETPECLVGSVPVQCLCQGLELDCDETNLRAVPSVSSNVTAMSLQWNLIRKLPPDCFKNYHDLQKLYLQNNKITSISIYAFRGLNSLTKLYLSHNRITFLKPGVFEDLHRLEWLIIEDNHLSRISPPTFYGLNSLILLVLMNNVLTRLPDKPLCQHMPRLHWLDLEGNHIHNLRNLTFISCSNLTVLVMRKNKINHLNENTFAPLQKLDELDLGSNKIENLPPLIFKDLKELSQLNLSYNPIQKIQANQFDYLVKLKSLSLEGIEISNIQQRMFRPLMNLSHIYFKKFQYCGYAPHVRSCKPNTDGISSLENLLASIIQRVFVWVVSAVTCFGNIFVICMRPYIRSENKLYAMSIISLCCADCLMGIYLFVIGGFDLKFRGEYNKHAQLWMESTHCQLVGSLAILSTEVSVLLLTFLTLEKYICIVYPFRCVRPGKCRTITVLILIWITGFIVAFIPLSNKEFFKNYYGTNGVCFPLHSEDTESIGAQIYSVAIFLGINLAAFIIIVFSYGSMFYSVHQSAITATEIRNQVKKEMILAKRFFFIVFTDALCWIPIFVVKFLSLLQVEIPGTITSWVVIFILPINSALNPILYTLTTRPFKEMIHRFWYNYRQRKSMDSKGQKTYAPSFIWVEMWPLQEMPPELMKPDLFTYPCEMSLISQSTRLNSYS
# Active calls of the source: *; · = not tested or not shown. Cut-off read from the data, not from the text of the source, unless noted: active = activation above about 30%; inactive = the rest. Hits appear at their usual frequency; overall some 7.1% were active at least once.
# A first look (13 entries):
structure	TRHR PAM	D1 antagonist	D1 agonist	D2 agonist	D2 potentiator	RXFP1 antagonist	D2 antagonist	D1 PAM	TRHR agonist
COc1cccc(CNC(=O)CCC2CCCN(C(=O)c3cccc4c(C)c(C)[nH]c34)C2)c1 (centres undefined)	-17	5	-1	0.2	10	-17	-3	0	0.1
CCC(=O)N1c2ccccc2CC1C(=O)NCCN1CCN(c2ccccc2F)CC1 (centres undefined)	-1	-3	-1	0.2	-18	4	·	-1	0.2
O=c1[nH]c2ccc(NS(=O)(=O)c3ccc(Cl)cc3)cc2[nH]1	3	-1	2	0.5	7	-5	-6	-1	1.0
O=C(N1CCOCC1)N1CCN(S(=O)(=O)c2ccc(F)cc2)CC1	-1	-3	3	-1.3	5	8	1	-3	0.9
CC(C)Oc1ccc(/C=N/NC(=O)c2nnn(-c3nonc3N)c2CN(C)c2ccccc2)cc1	10	13	10	1.2	5	11	4	12	0.9
CCOC(=O)c1sc2nc(N3CCOCC3)c3c(c2c1N)CC(C)(C)N(C)C3	14	45	2	0.9	6	-7	-13	-7	0.3
CCCCC#Cc1ccc(C(=O)NNC(=O)Nc2cc(Cl)cc(Cl)c2)o1	-4	-3	2	1.0	-4	-4	-6	0	0.3
O=C(Nc1nnc(CCOCCOCCc2nnc(NC(=O)c3ccco3)s2)s1)c1ccco1	25	-13	1	0.8	6	-24	-9	-1	0.4
COc1ccc(C)cc1S(=O)(=O)N1CCN(C/C=C/c2ccccc2)CC1	9	-3	3	0.1	0	-4	-8	4	0.0
Cc1ccc2c(C)c(C(=O)N(Cc3cccs3)C3CCS(=O)(=O)C3)oc2c1 (centres undefined)	5	1	2	-0.2	-3	11	16	2	0.1
Cc1ccc(NS(=O)(=O)c2cc(C(N)=O)ccc2C)cc1	1	-18	5	0.2	2	9	2	-6	0.2
Cc1ccc2c(c1)N(C(=O)CCC(=O)O)CCO2	-7	10	2	0.5	-1	-11	-2	-5	5.3
O=c1c(OC2OC(CO)C(O)C(O)C2OC2OC(CO)C(O)C(O)C2O)c(-c2ccc(O)cc2)oc2cc(O)cc(O)c12 (centres undefined)	3	1	1	-1.6	1	·	-5	-5	-0.6

# The listing, from the start:
structure	TRHR PAM	D1 antagonist	D1 agonist	D2 agonist	D2 potentiator	RXFP1 antagonist	D2 antagonist	D1 PAM	TRHR agonist
COc1cccc(CNC(=O)CCC2CCCN(C(=O)c3cccc4c(C)c(C)[nH]c34)C2)c1 (centres undefined)	-17	5	-1	0.2	10	-17	-3	0	0.1
CCC(=O)N1c2ccccc2CC1C(=O)NCCN1CCN(c2ccccc2F)CC1 (centres undefined)	-1	-3	-1	0.2	-18	4	·	-1	0.2
O=c1[nH]c2ccc(NS(=O)(=O)c3ccc(Cl)cc3)cc2[nH]1	3	-1	2	0.5	7	-5	-6	-1	1.0
O=C(N1CCOCC1)N1CCN(S(=O)(=O)c2ccc(F)cc2)CC1	-1	-3	3	-1.3	5	8	1	-3	0.9
CC(C)Oc1ccc(/C=N/NC(=O)c2nnn(-c3nonc3N)c2CN(C)c2ccccc2)cc1	10	13	10	1.2	5	11	4	12	0.9
CCOC(=O)c1sc2nc(N3CCOCC3)c3c(c2c1N)CC(C)(C)N(C)C3	14	45	2	0.9	6	-7	-13	-7	0.3
CCCCC#Cc1ccc(C(=O)NNC(=O)Nc2cc(Cl)cc(Cl)c2)o1	-4	-3	2	1.0	-4	-4	-6	0	0.3
O=C(Nc1nnc(CCOCCOCCc2nnc(NC(=O)c3ccco3)s2)s1)c1ccco1	25	-13	1	0.8	6	-24	-9	-1	0.4
COc1ccc(C)cc1S(=O)(=O)N1CCN(C/C=C/c2ccccc2)CC1	9	-3	3	0.1	0	-4	-8	4	0.0
Cc1ccc2c(C)c(C(=O)N(Cc3cccs3)C3CCS(=O)(=O)C3)oc2c1 (centres undefined)	5	1	2	-0.2	-3	11	16	2	0.1
Cc1ccc(NS(=O)(=O)c2cc(C(N)=O)ccc2C)cc1	1	-18	5	0.2	2	9	2	-6	0.2
Cc1ccc2c(c1)N(C(=O)CCC(=O)O)CCO2	-7	10	2	0.5	-1	-11	-2	-5	5.3
O=c1c(OC2OC(CO)C(O)C(O)C2OC2OC(CO)C(O)C(O)C2O)c(-c2ccc(O)cc2)oc2cc(O)cc(O)c12 (centres undefined)	3	1	1	-1.6	1	·	-5	-5	-0.6
N#CCc1cnc2ccccc2n1	-4	7	1	0.9	-2	12	-7	-4	1.2
Clc1ccc(OCCn2cnc3ccccc32)c(Cl)c1	-21	-16	2	1.3	-5	-16	18	-8	-0.7
O=C(CCC(=O)Nc1ccc(F)cc1)N/N=C/c1cccc(Br)c1	-2	-1	0	0.5	7	-20	-5	-6	0.2
O=c1c(Cl)c(Cl)cnn1Cc1nnc(-c2ccc(Cl)cc2)o1	3	-17	9	·	·	-21	·	1	-0.5
CCOC(=O)c1cc(-c2ccccc2)n(CCC(=O)O)c1C	9	5	3	-2.0	10	-20	-7	-3	0.2
CCC1(c2ccccc2)NC(=O)N(CC(=O)Nc2cccc(S(=O)(=O)N3CCCC3)c2)C1=O (centres undefined)	14	2	0	0.4	16	-10	4	6	0.5
Cc1ccc(NC(=O)/C=C/c2cccc(C(F)(F)F)c2)cc1	2	-18	2	1.0	-21	-20	69*	5	0.7
CCOC(=O)c1ccc(NS(=O)(=O)c2ccc3c(c2)CCN3C(=O)CC)cc1	0	-11	7	-0.7	-3	·	·	-3	-0.8
COc1ccccc1C(=O)NCCC(=O)NCc1cccs1	9	15	0	-0.1	12	-4	-10	-2	0.5
COc1ccc2[nH]c3nc(SCC(=O)NNC(=O)c4ccc(OC)c(OC)c4)nnc3c2c1	-4	-1	1	-1.1	11	-21	-11	10	-0.3
CCOC(=O)N1CCN(C(=O)COC(=O)c2cc(Cl)c(O)c(Cl)c2)CC1	1	14	-1	-0.9	-1	-9	19	2	-0.3
Cc1ccc(C(=O)Nc2cccc(-c3ccc(N4CCOCC4)nn3)c2)cc1[N+](=O)[O-]	-5	6	1	·	·	-15	·	-2	-0.8
COc1cc(/C=N/Nc2nc3ccccc3s2)ccc1OC(=O)c1ccccc1F	-4	-15	4	0.5	-2	2	6	9	0.4
COc1ccc(NC(C)=O)cc1NC(=O)C1CCN(C(=O)Nc2ccccc2)CC1	-4	-25	-2	-0.9	7	-4	-11	-5	0.4
Cc1ccc(OCCCC(=O)Nc2cc(Cl)ccc2-n2cncn2)cc1	8	-7	0	-0.6	-2	1	-6	-5	-0.3
O=C(Oc1cccc(N2C(=O)CCC2=O)c1)c1ccccc1	1	-3	6	-1.2	-1	-5	7	-6	-0.7
CN(CC(=O)Nc1cccc(S(=O)(=O)N2CCCCC2)c1)Cc1ccc(F)cc1	-6	-17	21	0.0	-18	-1	32*	-11	0.8
COc1cc2sc(NC(=O)c3ccco3)nc2cc1Cl	8	6	3	1.9	9	5	6	-2	1.2
O=C(NNC(=O)C1C2CCC(C2)C1C(=O)O)c1ccc(Br)o1 (centres undefined)	26	10	0	-0.2	1	·	3	0	0.2
CC(C)N(C(=O)CSc1nnc(-c2ccc3c(c2)OCO3)n1C)C(C)C	-1	-5	2	0.3	2	-4	-9	-2	-0.8
CC(NC(=O)COC(=O)CNC(=O)c1ccc(-c2ccccc2)cc1)c1ccccc1 (centres undefined)	0	-28	17	0.7	-6	-23	-3	-6	-0.2
O=C(COC(=O)c1ccc(O)cc1)Nc1cc(S(=O)(=O)N2CCOCC2)ccc1Cl	-2	-4	10	0.3	6	0	19	-4	1.9
COC(=O)c1cccc(OCC(O)Cn2cnc3cc(C)c(C)cc32)c1 (centres undefined)	-10	-22	10	0.6	-15	6	-3	-8	0.6
Cc1ccc2cc3c(NC(=O)c4ccco4)nn(CC(C)C)c3nc2c1	-4	-11	0	-2.9	0	-1	-7	6	0.2
COc1ccc(C(=O)NCC23C=CC(O2)C2C(=O)N(Cc4ccccc4)C(=O)C23)cc1 (centres undefined)	-6	-27	3	1.1	0	6	-3	-12	-0.3
CN=C1S/C(=C\c2cc(C)n(-c3ccccc3F)c2C)C(=O)N1C	5	-43*	6	-0.4	-1	-10	18	-4	0.0
COc1cccc(C(=O)NCc2cn3ccccc3n2)c1	1	-18	2	0.1	4	12	·	1	0.0
CSCCC(NC(=O)c1ccc(Cl)cc1)C(=O)NC(C)(C)C (centres undefined)	-3	3	3	0.5	6	4	-7	-3	-1.6
COc1ccccc1NC(=O)NC1(C(=O)N2CCC(O)CC2)CCCCC1	9	2	3	-0.2	0	7	11	1	1.5
Cn1c(=O)c2c(nc(Br)n2CC(=O)c2cccs2)n(C)c1=O	-4	6	1	-0.5	-2	-2	5	-7	0.0
CCOC(=O)c1c(C)[nH]c(C(=O)OC)c1CCC(=O)OC	3	-36*	1	0.4	7	0	28	-3	-0.5
COc1ccc(NC(=O)Cn2c(C)c3cnn(-c4ccccc4)c(=O)c3c2C)c(OC)c1	3	4	0	·	-2	·	·	1	-0.6
CCCN1C/C(=C/c2cccc([N+](=O)[O-])c2)C(=O)/C(=C/c2cccc([N+](=O)[O-])c2)C1	-9	9	4	0.0	-8	-1	1	2	-0.7
O=P(O)(COc1ccccc1)COc1ccccc1	-4	31	3	-0.8	-2	4	13	-8	0.3
CCNC(=S)N1CCC(Cc2ccccc2)CC1	-5	-3	5	1.2	-12	5	-1	-5	0.2
COc1ccc(CNC(=O)c2cc3c(C)nc4ccccc4c3o2)c(OC)c1	4	-27	2	0.5	18	-16	5	-8	-0.4
O=C(CSc1nc2[nH]ncc2c(=O)n1-c1ccccc1Br)NCc1ccccc1Cl	-5	2	5	0.3	2	9	-5	-6	-2.1
O=C(NCCN1C(=O)S/C(=C/c2ccccc2)C1=O)C1CC(=O)N(Cc2ccccc2)C1 (centres undefined)	13	3	2	0.2	-1	-1	-12	-2	-0.8
COc1ccc(N/N=C2/CCCCC2=O)cc1	3	-21	1	0.1	5	12	-7	-1	0.4
CCCCN(CC)CCNc1c(N2CCN(C(=O)OCC)CC2)c(=O)c1=O	20	8	-1	1.8	3	9	15	4	0.1
O=C(CSc1ncccn1)c1ccccc1Br	-2	0	-2	0.5	11	-7	0	-7	0.1
CC(C1CC1)N(Cc1ccccc1)C(=O)NC(=O)c1ccccc1 (centres undefined)	-3	-1	-2	0.6	3	-5	-21	0	1.2
COCCN(Cc1ccc(F)cc1)C(=O)c1cc2ccccc2oc1=O	-8	-14	2	0.8	-7	2	-21	7	1.4
CCc1noc(C)c1C(=O)N1CCCC(C(=O)c2ccc(OC)c(F)c2)C1 (centres undefined)	12	7	9	-1.1	9	-7	1	-3	-3.2

# Screening results (PubChem BioAssay)
